From PubChem
TAAR1 ag: agonists of human TAAR1 | 360,000 tested, 0.99% active | activation, % at 3 µM | CHO RD-HGA16 TAAR1, Fluo-8 calcium fluorescence; vehicle wells 0%, saturating PEA agonist 100% | AID 624467 | Q96RJ0;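 active = activation above the mean activation of all test compounds in the run plus 3 SD, cut at about 38% in these data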
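System: CHO-derived RD-HGA16 cells with stable Gα16 and human TAAR1 / Times: 17-24 h plating, Fluo-8 75 min 37 °C, 30 min RT / Technique: calcium-sensitive Fluo-8 signal, excitation 470-495, emission 515-575 nm / Measure: % activation relative to PEA EC100 response / Benchmarks: DMSO and PEA EC100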
M1 antag: blocks human M1 muscarinic receptor; inhibition, % at 3 µM; P11229; CHO-K1 hM1, Fluo-8 calcium fluorescence, ACh EC80 antagonist; 360,000 tested, 1.3% active;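 active = percent inhibition above its own plate's cutoff, namely the mean of that plate's compound wells plus 3 SD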;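 also: peak over basal fluorescence ratio during 140 s after agonist addition; 0% = ACh EC80 plus DMSO and 100% = DMSO alone without agonist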
Target sequence (P11229 whole entry, looked up): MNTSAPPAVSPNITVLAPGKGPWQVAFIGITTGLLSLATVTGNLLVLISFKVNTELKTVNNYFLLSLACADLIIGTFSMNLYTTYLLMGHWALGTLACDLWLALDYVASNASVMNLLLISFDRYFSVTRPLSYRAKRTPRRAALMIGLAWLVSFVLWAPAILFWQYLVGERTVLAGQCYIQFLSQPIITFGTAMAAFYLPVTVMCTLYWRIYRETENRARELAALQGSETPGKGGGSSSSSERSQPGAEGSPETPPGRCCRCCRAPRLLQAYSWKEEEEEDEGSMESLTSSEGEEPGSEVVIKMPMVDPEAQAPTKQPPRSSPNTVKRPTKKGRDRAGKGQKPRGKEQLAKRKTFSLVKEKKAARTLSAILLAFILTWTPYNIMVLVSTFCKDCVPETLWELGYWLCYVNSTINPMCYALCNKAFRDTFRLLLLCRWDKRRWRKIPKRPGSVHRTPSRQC
CHRM1 agonist: activates human CHRM1 receptor; P11229; AID 588814; CHO-K1 hM1, Fluo-8 calcium fluorescence, agonist mode; 0% DMSO, 100% acetylcholine EC100; 360,000 tested, 0.33% active; activation, % at 3 µM;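 active = activation above the run's mean compound activation plus 3 SD, cut at about 16% in these data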;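 also: peak over basal fluorescence ratio within a 140 s kinetic read after compound addition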
CHRM1 PAM: potentiates human M1 receptor response to acetylcholine. P11229. CHO-K1 hM1, Fluo-8 calcium fluorescence, ACh EC20; 0% = ACh EC20, 100% = maximal ACh. activation, % at 3 µM. 360,000 tested, 0.088% active; in the data active = activation above about 19%, passing the limit was not always enough
OXTR potentiator: potentiates the human oxytocin receptor response | CHO-OTR cells, Fluo-8 calcium fluorescence, potentiator mode; 0% = oxytocin EC15, 100% = EC100 | activation, % at 3 µM | 320,000 tested, 0.061% active | AID 2445;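 active = activation above that plate's cutoff, the mean activation of tested compounds plus 3 SD, cut at about 6.6% in these data, passing the limit was not always enough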;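 also: 100% uses oxytocin at 75 nM as the full agonist control; some results filed as inactive read as strong as hits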
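Measured by – Fluo-8 calcium dye fluorescence · Test system – human OTR in CHO cells · Dosing – one concentration, 3.0 µM compound · Controls – EC15 oxytocin alone as 0%, 75 nM oxytocin as 100% · Evaluation – normalized max/min fluorescence ratio, % activation · Timing – 6 min pre-incubation, 100 s read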
CHO parental Ca: counter-screen for OX1R antagonists: effect in parental CHO cells. inhibition, % at 5.6 µM. parental CHO-K1, ATP-induced calcium, Fluo-8 fluorescence. 330,000 tested, 0.63% active;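 active = inhibition above that plate's mean sample inhibition plus 3 SD, cut at about 26% in these data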;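 also: 0% = ATP-challenged DMSO wells and 100% = DMSO wells without ATP; some compounds past the cut are filed as inactive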
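Material – parental CHO cells · Reagent – ATP stimulus · Compound – single nominal dose of 5.6 µM per compound · Detection – Fluo-8 fluorescence · Read-out basis – percent inhibition of calcium signal · Controls – ATP-challenged DMSO wells low, unchallenged DMSO wells high · Repeats – no replicates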
TAAR1 antagonist: human TAAR1 antagonism; Q96RJ0; CHO RD-HGA16 TAAR1, Fluo-8 calcium fluorescence, antagonist; inhibition, % at 3 µM; 360,000 tested, 1.5% active; AID 624466;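 active = inhibition above a per-plate cutoff, the mean inhibition of test compounds on that plate plus 3 SD, cut at about 49% in these data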;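 also: 0% = DMSO plus EC80 beta-PEA response and 100% = DMSO alone without agonist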
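Test system – hTAAR1-expressing CHO RD-HGA16 cells, Gα16-coupled · Also added – β-PEA at EC80 concentration, post-compound challenge · Compound – 3 µM, single point · Incubation – dye loading 75 min at 37 °C, then 30 min room temperature · Measured by – Fluo-8 intracellular calcium dye fluorescence, real-time kinetic reads · Benchmarks – vehicle and agonist controls · Replicates – singlicate, one well per test compound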
OXTR agonist: activates the human oxytocin receptor. P30559. CHO-OTR cells, Fluo-8 calcium fluorescence; normalized: DMSO 0%, oxytocin 100%. activation, % at 3 µM. 320,000 tested, 0.32% active. AID 2435;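 active = activation above the mean of all tested compounds plus 3 SD, cutoff set per screening run, cut at about 20% in these data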;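 also: peak over basal fluorescence ratio from a 100 s FLIPR kinetic read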
V1R ag counter: counter-screen for oxytocin receptor agonists: human V1a receptor agonists; P37288; CHO-V1R cells, Fluo-8 calcium fluorescence, agonist mode; 0% DMSO, 100% 3 nM vasopressin; activation, % at 3 µM; 320,000 tested, 0.25% active;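 active = activation above the mean activation of all tested compounds plus 3 SD, per screening run, cut at about 20% in these data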;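 also: signal is peak over basal fluorescence ratio across a 100 second FLIPR read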
Target sequence (P37288 whole entry, looked up): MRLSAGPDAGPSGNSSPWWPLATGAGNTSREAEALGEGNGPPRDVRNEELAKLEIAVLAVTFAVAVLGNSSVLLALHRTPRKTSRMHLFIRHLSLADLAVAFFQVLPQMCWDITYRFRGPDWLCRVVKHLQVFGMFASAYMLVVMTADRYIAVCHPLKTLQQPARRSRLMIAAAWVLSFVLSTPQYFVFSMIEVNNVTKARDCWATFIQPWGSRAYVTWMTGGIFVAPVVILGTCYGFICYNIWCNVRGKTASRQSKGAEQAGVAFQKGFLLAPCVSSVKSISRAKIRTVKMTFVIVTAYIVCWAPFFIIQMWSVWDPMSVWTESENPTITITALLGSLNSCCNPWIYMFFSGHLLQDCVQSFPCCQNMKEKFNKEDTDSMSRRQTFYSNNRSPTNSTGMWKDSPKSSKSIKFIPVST
* hit, by the source's call; x = not tested or not shown.

SMILES	TAAR1 ag	M1 antag	CHRM1 agonist	CHRM1 PAM	OXTR potentiator	CHO parental Ca	TAAR1 antagonist	OXTR agonist	V1R ag counter
CCCCOc1ccc(CC(=O)NCC(=O)O)cc1	4	-4	-5	1	-6	9	-14	-1.6	0.8
CCCN(CC1CCCO1)C(=O)CCc1nnc(-c2cc(C)on2)o1 (stereo not drawn)	4	0	-2	5	-7	10	27	0.5	-0.5
COC(=O)N/N=C/c1cccnc1	2	-1	-4	-2	-5	-4	-22	-0.3	0.5
COc1ccc(OC)c(NC(=O)c2ccccc2N(C)S(=O)(=O)c2ccc(C)cc2)c1	4	-12	2	11	7	11	10	2.7	0.9
Cc1nc2cc(-c3cccs3)nn2c(NCC(C)(C)CN(C)C)c1C	1	-3	-5	8	-9	-6	5	-0.6	-0.3
O=C(CCS(=O)(=O)c1ccc(Cl)cc1)N1CCCc2ccccc21	1	-13	5	20	-2	-5	-22	-1.1	2.2
CCS(=O)(=O)N1CCN=C1SCc1cccc(F)c1	-1	-14	-2	10	-1	-6	-15	0.0	0.5
CCOC(=O)c1ccc(NC(=O)C(C)N2C(=O)c3ccccc3C2=O)cc1 (stereo not drawn)	12	-29	-3	8	2	-18	-10	-1.0	-0.2
COc1ccc(NC2CCCN(C(=O)c3ccccc3N3CCOCC3)C2)cc1OC (stereo not drawn)	0	-4	-3	1	-9	-7	-27	0.4	0.2
COc1ccc(-c2c(C(C)=O)c(C)nc3sc4c(=O)n(-c5ccc(C)cc5)nnc4c23)cc1	1	10	-3	1	-15	-29	-13	-0.6	-0.2
Cc1onc(-c2ccccc2)c1C(=O)Nc1cccnc1	1	-8	-1	5	-11	-13	-6	-0.5	0.2
CC(C)Cn1c(=O)c(C(=O)Nc2cnccn2)c(O)c2ccccc21	7	1	-1	2	-17	3	-4	-0.5	1.4
COc1ccc(C(=O)C(C)OC(=O)COc2ccccc2)cc1 (stereo not drawn)	-1	-5	-4	3	-3	-15	13	1.2	-0.1
COc1ccccc1/C=C/C(=O)OCC(=O)NCc1ccco1	-2	2	-6	5	5	-10	4	-1.6	0.1
O=C1CCc2cc(S(=O)(=O)NCc3ccccc3Cl)ccc2N1	10	0	-2	1	-10	-9	-17	1.9	1.4

Next section, starting with the last two of the part before.
SMILES	TAAR1 ag	M1 antag	CHRM1 agonist	CHRM1 PAM	OXTR potentiator	CHO parental Ca	TAAR1 antagonist	OXTR agonist	V1R ag counter
COc1ccccc1/C=C/C(=O)OCC(=O)NCc1ccco1	-2	2	-6	5	5	-10	4	-1.6	0.1
O=C1CCc2cc(S(=O)(=O)NCc3ccccc3Cl)ccc2N1	10	0	-2	1	-10	-9	-17	1.9	1.4
CCC(C)(C)n1nnnc1C(c1cc2cc3c(cc2[nH]c1=O)OCO3)N1CCCCC1 (stereo not drawn)	x	-12	1	5	-6	-2	x	0.5	-1.0
O=C(COc1ccc2c(c1)CCC2)N1CCN(c2cccc(C(F)(F)F)c2)CC1	-1	-5	-7	8	-7	-28	-23	-1.1	1.9
CC(C)=CCC/C(C)=C/COc1c2occc2cc2ccc(=O)oc12	-1	-17	-2	2	-8	-3	29	-0.9	-0.7
O=C(O)c1cnc(-c2ccccc2)nc1Sc1ccccc1	-2	-13	-4	8	-13	-12	3	-0.4	0.3
CN[C@H](CC(=O)O)C(=O)O	1	-21	-5	0	-4	-4	-14	-0.7	0.0
CCc1ccc(CNC(=O)C2CC(=O)N(CCc3ccc(C)cc3)C2)cc1 (stereo not drawn)	8	-1	-1	3	-7	-17	21	-0.5	0.2
CC(Sc1ncnc2sc(-c3ccccc3)cc12)C(N)=O (stereo not drawn)	1	-13	-2	10	-8	-9	5	1.3	1.5
O=C(COC(=O)c1ccc(Cl)s1)c1cc2ccccc2o1	11	-8	-6	4	1	-4	8	-0.6	-0.2
COc1ccc(NC(=O)c2cc(-c3cc(C)c(C)cc3O)n[nH]2)c(OC)c1	3	-9	-3	5	-21	1	-12	-0.9	2.2
COC(=O)[C@@]12CCCCN1[C@H](c1ccc(-c3ccc(F)cc3)c(OC)c1)[C@@H]1C(=O)N(C)C(=O)[C@@H]12	-2	-2	-5	7	-10	-29	1	-1.0	-0.2
CCCCN(C(=O)C1CCN(C(=O)c2ccccc2C)CC1)c1c(N)n(CC(C)C)c(=O)[nH]c1=O	8	3	1	6	x	x	-13	x	x
O=C1CC(c2cccc(Br)c2)C2=C(CCCC2=O)N1 (stereo not drawn)	11	-1	-3	3	-14	-14	0	0.6	0.1
O=c1[nH]nc(SCc2ccccc2)c(=O)[nH]1	1	-9	0	7	0	2	16	2.3	-0.3
C#CCn1c2ccccc2c(=O)n1C(C)C	0	-22	-2	6	x	x	1	x	x
O=C(CNC(=O)c1ccccc1)NCC1COc2ccccc2O1 (stereo not drawn)	12	-20	-3	7	-5	-14	1	0.0	0.7

Random excerpt: two records from the list, in no set order.
SMILES	TAAR1 ag	M1 antag	CHRM1 agonist	CHRM1 PAM	OXTR potentiator	CHO parental Ca	TAAR1 antagonist	OXTR agonist	V1R ag counter
CN[C@H](CC(=O)O)C(=O)O	1	-21	-5	0	-4	-4	-14	-0.7	0.0
COC(=O)[C@@]12CCCCN1[C@H](c1ccc(-c3ccc(F)cc3)c(OC)c1)[C@@H]1C(=O)N(C)C(=O)[C@@H]12	-2	-2	-5	7	-10	-29	1	-1.0	-0.2

Following part
SMILES	TAAR1 ag	M1 antag	CHRM1 agonist	CHRM1 PAM	OXTR potentiator	CHO parental Ca	TAAR1 antagonist	OXTR agonist	V1R ag counter
CC(=O)c1c(C)[nH]c(C(=O)CN2C(=O)NC(C)(c3ccc4c(c3)OCCO4)C2=O)c1C (stereo not drawn)	22	-4	10	6	-18	-29	19	5.8	1.9
COC(=O)[C@H](C)N(Cc1ccc(Cl)c(Cl)c1)S(=O)(=O)CCNC1CCCC1	x	7	-6	-11	x	-11	x	x	x
CCOC(=O)[C@@H]1[C@H]2COc3ccc(Br)cc3[C@@H]2N2C(=O)N(c3ccccc3)C(=O)[C@]12C	0	-6	-7	7	-11	-22	-12	-2.4	-1.4
Nc1ccccc1SC(C[N+](=O)[O-])c1ccccc1 (stereo not drawn)	x	-4	-1	4	6	-13	x	0.0	-0.8
Cc1c(CC(=O)NCCCC(=O)O)c(=O)oc2cc3occ(-c4ccccc4)c3cc12	1	-3	-1	5	-12	0	-1	-0.7	-0.3
Cc1noc(C)c1C(=O)N1CCC1(C)C(=O)NS(=O)(=O)c1cccc(Cl)c1 (stereo not drawn)	4	-8	-2	5	x	x	-12	x	x
CC(NC(=O)c1cc2ccccc2o1)c1cccs1 (stereo not drawn)	9	-15	-2	5	-8	-12	0	-0.7	0.5
O=C(CCCOc1ccc(Cl)cc1Cl)NC(Cc1ccccc1)C(=O)O (stereo not drawn)	1	-5	-7	5	x	x	-6	x	x
Cc1cc(NC(=O)c2cc3cccc([N+](=O)[O-])c3[nH]2)ccc1F	5	23	-2	-15	-7	5	7	-1.0	1.3
C[C@H](CO)N1C[C@H](C)[C@@H](CN(C)C(=O)c2ccncc2)OCc2cnnn2CCCC1=O	3	-14	-3	9	x	x	-6	x	x
CC(C)CNC(=O)COC(=O)C1c2ccccc2Oc2ccccc21	0	-13	-5	13	-3	-3	-1	-1.5	0.5
CCc1ccccc1Nc1nc(N)nc(COC(=O)C2CCN(C(=O)c3ccc(F)cc3)CC2)n1	7	-14	3	2	x	x	27	x	x
Cc1ccccc1N1C(=O)c2cccc3c(N(C)CCO)ccc(c23)C1=O	22	1	8	-8	-15	18	27	25*	24*
Cc1ccc2nc3c(cc2c1)c(NC(=O)C1CCCO1)nn3CC(C)C (stereo not drawn)	0	-8	-6	11	5	-19	-1	-2.0	0.0
Cc1cccc(C)c1OCCNC(=O)OCc1ccccc1	2	1	-5	4	-14	-20	-1	-2.5	-1.0
CC(C)NC(=O)C1CCCN(S(=O)(=O)c2ccc(-n3cnnn3)cc2)C1 (stereo not drawn)	8	-7	-2	10	-4	1	0	0.4	-0.2
COc1cc2nc(N(C)CCCNC(=O)C3CCCO3)nc(N)c2cc1OC (stereo not drawn)	x	x	x	x	2	-8	x	0.3	-0.5
CC1(C)C[C@@H](O)[C@]2(C)CC[C@]3(C)C(=CCC4[C@@]5(C)CC[C@H](O)[C@](C)(CO)C5CC[C@]43C)[C@@H]2C1 (stereo partly drawn)	3	7	-2	6	3	2	2	0.9	1.4
CCCCn1c(=O)[nH]c(=O)c2c1nc(COC(=O)c1c(C)noc1C)n2CCC	6	-8	-4	12	2	-11	-8	-1.0	-0.7
CCc1ccc(/C=C/C(=O)c2c(C)cc(C)[nH]c2=O)cc1	2	3	-4	0	-21	-35	-18	-2.3	-0.1
CCOc1cccc(CNCCCSc2ncccn2)c1	0	-10	-7	5	0	-10	20	0.1	1.5
O=C(NC1CC2CCCC(C1)N2C(=O)Nc1ccccc1)C1CC1 (stereo not drawn)	2	-15	-10	11	3	-10	-11	0.4	0.1
COc1ccc(N2CCN(c3ncnc4scc(-c5ccc(C)cc5)c34)CC2)cc1	-6	3	-7	1	-12	-21	-12	-2.3	-1.5
COCCNC(=O)C1(C)CCN(C(=O)Cc2ccc(OC)c(OC)c2)C1 (stereo not drawn)	0	-4	-2	0	x	x	-8	x	x
Cc1nnc(SCC(=O)c2c[nH]c3ccccc23)n1C1CC1	-1	3	3	9	-2	-1	17	0.0	-0.2
COc1ccc(COc2cc(-c3cccc(OC)c3)nc3ccc(NC(=O)c4ccc(C)cc4)cc23)cc1	7	14	-2	-6	-15	8	47	-0.1	1.1
CC(=O)Oc1ccc(C(=O)NCCc2ccccc2)cc1	13	-2	1	10	-1	-17	10	-0.2	1.3
CCCN1C(=O)CC(C(=O)OC)=C1C	1	-17	-2	4	-10	-1	0	-0.5	-0.1
Cc1ccc(/C=N/NC(=O)CNC(=O)c2cccs2)o1	2	-14	1	14	5	-2	-28	0.5	-0.5
COc1ccc(N(C)S(=O)(=O)c2cccc(C(=O)NCC(c3cccs3)N(C)C)c2)cc1 (stereo not drawn)	4	52*	-7	-26	-11	-33	2	-0.3	0.7
COC(=O)c1ccc(N(CC(=O)NCC2CCCO2)C(=O)CCC(=O)Nc2cc(C)on2)cc1 (stereo not drawn)	1	-13	-3	6	-4	-6	-25	0.1	0.2
Cc1cccc(-n2c(-c3csc4ccccc34)n[nH]c2=S)c1	15	5	-7	-7	2	-16	-16	-2.2	-1.0
Nc1ccn(CC(=O)NCCNc2ccc([N+](=O)[O-])cn2)c(=O)n1	8	0	-5	2	4	4	21	1.9	0.9
